Source: PubChem BioAssay
RORgamma inh: inhibitors of mouse ROR gamma transcriptional activity. P51450. Drosophila S2 Gal4-RORgamma UAS-luciferase reporter, 20 h. Potency, µM (highest dose often 53.6 µM), for the others: at the highest dose activity change, negative = inhibition, hits mostly inhibitors. 310,000 tested, 5.4% active. AID 2551; further: on the % scale 0 is the no-effect control and ±100 the full control effect; nearly all actives have a fitted effect of over 60% in size
Target sequence (P51450 whole entry, looked up, the tested form may be a part): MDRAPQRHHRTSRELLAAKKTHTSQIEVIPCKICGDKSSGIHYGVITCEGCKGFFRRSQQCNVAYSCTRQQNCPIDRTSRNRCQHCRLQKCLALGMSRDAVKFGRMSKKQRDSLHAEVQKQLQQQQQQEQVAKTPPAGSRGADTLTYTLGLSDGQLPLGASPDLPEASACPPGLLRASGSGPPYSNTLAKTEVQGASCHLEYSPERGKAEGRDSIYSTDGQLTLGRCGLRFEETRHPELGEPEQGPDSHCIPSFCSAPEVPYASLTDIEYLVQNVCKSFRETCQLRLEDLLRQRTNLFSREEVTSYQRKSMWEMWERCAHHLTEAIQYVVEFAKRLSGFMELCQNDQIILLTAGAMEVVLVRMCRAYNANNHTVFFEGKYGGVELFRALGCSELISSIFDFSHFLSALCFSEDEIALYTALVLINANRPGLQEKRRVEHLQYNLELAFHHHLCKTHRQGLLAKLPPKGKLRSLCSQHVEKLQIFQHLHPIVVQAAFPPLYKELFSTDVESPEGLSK
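In this cell-based reporter format, copper sulfate (700 uM final) drives Gal4–ROR gamma fusion expression from a metallothionein promoter in Drosophila Schneider cells; compounds preincubated 1 hr, reporter read after 20 hr at ambient temperature.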
FLuc counter: inhibits or activates purified firefly luciferase, miR-21 counter-screen | P08659 | purified FLuc, Km substrates, luminescence inhibition | Potency, µM (series often up to 57.5 µM), for inactives: at the highest dose activity change, negative = inhibition, most hits filed as inhibitors | 360,000 tested, 6.9% active | AID 588342;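 further: plate controls were vehicle for no effect and reference inhibitor for full effect; nearly all actives have a fitted effect of over 55% in size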
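Purified P. pyralis luciferase, 10 nM final, with Km-level 10 uM D-luciferin and 10 uM ATP in 50 mM Tris acetate pH 7.5, 10 mM Mg acetate, 0.01% Tween-20, 0.05% BSA; 6-point qHTS titration about 60 µM downward; luminescence read.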
Rab9 promoter act: Rab9 promoter activation. Huh7 Rab9 promoter-luciferase reporter, luminescence, 24 h. Potency, µM (series often up to 9.22 µM), without a hit: top-dose activation, negative = inhibition, usual class: activators. 320,000 tested, 2.8% active. AID 485297; further: % of control where 0% means no effect; nearly all actives have a fitted effect of over 60% in size
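Luminescence from Amplite-detected luciferase (10 minutes, ambient) reports Rab9 promoter activation. Before that, stable Rab9-luciferase Huh7 cells (1500/well, reduced-serum OP-MEM I plus 10% FBS) were exposed to compound for 24 hours at 37C.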
VP16 counter: inhibits Gal4-VP16 luciferase reporter, ROR gamma counter-screen | Drosophila S2 Gal4-VP16 UAS-luciferase, luminescence, 20 h | Potency, µM (top dose mostly 53.6 µM), without a hit: top-dose activity, negative = inhibition, most hits filed as inhibitors | 310,000 tested, 3.5% active | AID 2546;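 further: Gal4-VP16 expression switched on by copper sulfate through the metallothionein promoter; on the % scale 0 is the no-effect control and ±100 the full control effect; nearly all actives have a fitted effect of over 50% in size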
BRCA1 expr act: activators of BRCA1 expression; MCF7-BRCA1-FFLuc reporter, luminescence, 48 h; response scale: scaled: vehicle 0%, 10 µM genistein 100%; Potency, µM (top dose mostly 46.1 µM), for inactives: at the top dose activation, actives largely listed as activators; 380,000 tested, 1.1% active; further: nearly all actives have a fitted effect of over 80% in size; some results filed as inactive show a strong effect at the top dose
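MCF7 cells carrying a BRCA1-firefly luciferase reporter (2000 cells/well, phenol-red free MEM) were attached for 2 h at 37 °C, then given compounds for 48 h. Luminescence was read 15 min after luciferase reagent; activity normalized to genistein (10 microM) and DMSO.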
p53 reactivator: mutant p53 re-activation in reporter cells; Potency, µM (top dose mostly 92.2 µM), without a hit: at the top dose activity change, positive = activation, hits mostly activators; AID 504706; 320,000 tested, 0.063% active; H1299 p53-A138V BP100-luciferase reporter, luminescence, 24 h; further: % of control where 0% means no effect; nearly all actives have a fitted effect of over 45% in size
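p53-null H1299 cells stably carrying temperature-sensitive p53-A138V and a BP100-luciferase reporter were pinned with compounds (4-point, 1:5 series) and held 24 hrs at 37 deg C. Luminescence was read 10 min after detection reagent.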
ELG1 genotoxic: inducers of genotoxicity in HEK293T ELG1-luciferase cells; HEK293T ELG1-luciferase reporter, luminescence, 16 h; Potency, µM (titrated, usually from 46 µM), for inactives: at the top dose activity change, positive = activation, usual class: activators; 330,000 tested, 1.3% active; AID 504466; further: % of control where 0% means no effect; nearly all actives have a fitted effect of over 60% in size
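Reporter readout depends on ELG1 protein level, which increases with genetic stress. After 16 hr compound exposure at 37 °C, luciferase activity was quantified using ONE-Glo.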
NPC1 promoter act: activators of NPC1 promoter. Potency, µM (highest dose often 9.22 µM), for the others: at the highest dose activation, most hits filed as activators. Huh7 NPC1 promoter luciferase reporter, 24 h. 320,000 tested, 2.4% active;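 further: % of control where 0% means no effect; nearly all actives have a fitted effect of over 60% in size; reporter is driven by a mutant NPC1 promoter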
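Compounds in DMSO were transferred onto Huh7 NPC1-luciferase reporter cells pre-incubated 2 h; after 24 h at 37 °C, Amplite reagent was dispensed and luminescence recorded 10 min later.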
uPA generation: cell surface uPA generation inhibition | cell surface uPA generation assay, qHTS | Potency, µM (highest dose often 38.3 µM), for inactives: top-dose activity change, negative = inhibition, actives largely listed as inhibitors | 330,000 tested, 0.31% active | AID 540303; active means well fitted inhibition curve with a large enough effect; inconclusive means small, poorly fitted or top-dose-only effect; inactive means no such curve, though single readings can be large or run the other way; tested in mouse RAW 264.7 cells; further: on the % scale 0 is the no-effect control and ±100 the full control effect; nearly all actives have a fitted effect of over 55% in size
MBNL1-CUG inh: blocks human MBNL1 binding to CUG repeat RNA; AID 2675; Q9NR56; Potency, µM (series often up to 57.5 µM), inactives show top-dose activity change, negative = inhibition, most hits filed as inhibitors; 280,000 tested, 0.036% active; TR-FRET MBNL1-His/biotin-(CUG)12 binding, 665/545 ratio; active means well fitted inhibition curve with a large enough effect in the signal ratio, with a control signal flat, not every such curve was filed as active; inconclusive means small, poorly fitted or top-dose-only effect, or effect the other way, or a change in a side signal; inactive means no such curve, though single readings can be large or run the other way; the % refers to the signal ratio; further: on the % scale 0 is the no-effect control and ±100 the full control effect
Target sequence (Q9NR56 whole entry, looked up): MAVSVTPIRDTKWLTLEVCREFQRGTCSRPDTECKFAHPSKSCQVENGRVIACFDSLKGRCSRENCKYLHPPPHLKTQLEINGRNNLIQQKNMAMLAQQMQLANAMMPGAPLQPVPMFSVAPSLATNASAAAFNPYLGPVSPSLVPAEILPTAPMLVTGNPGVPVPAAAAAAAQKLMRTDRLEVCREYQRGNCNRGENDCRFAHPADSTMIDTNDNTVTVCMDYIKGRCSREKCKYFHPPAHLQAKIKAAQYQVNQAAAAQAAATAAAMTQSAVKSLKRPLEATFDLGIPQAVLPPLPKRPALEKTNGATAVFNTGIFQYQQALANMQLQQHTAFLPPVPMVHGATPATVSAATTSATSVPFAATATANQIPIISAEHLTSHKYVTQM
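TR-FRET readout: Ex 340 nm, 665/545 nm emission ratio, normalized to buffer-only (basal) and MBNL1-(CUG)12 controls. Complex of MBNL1-His with Biotin-(CUG)12, compounds 92 nM–58 uM, incubated 60 min at room temperature.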
* marks the source's active call; other numbers are inactive results; ? = inconclusive; . = no result given; & = joins results of further samples; [ ] = dose if it differs, or a comment. Unless noted, the call rests on the fitted dose curve; in most records, active means well fitted curve in the direction sought with a large enough effect; inconclusive means small, poorly fitted or top-dose-only effect, or another doubt; inactive means no such curve, though single readings can be large; an effect the other way counts as inactive or inconclusive. Potency means the concentration at half of the fitted maximal effect. Random draw from the library, and some 13% of all compounds hit somewhere here.

SMILES | RORgamma inh | FLuc counter | Rab9 promoter act | VP16 counter | BRCA1 expr act | p53 reactivator | ELG1 genotoxic | NPC1 promoter act | uPA generation | MBNL1-CUG inh
Fc1ccc(N/N=C/C=C/c2ccccc2)c(F)c1 | -6% | 27µM* | ? | ? | 18% | ? | ? | ? | 15% | -6%
COC(=O)c1ccc(OC(=O)c2cnccn2)cc1 | 41% | -7% | 1% | -1% | 3% | 14% | 0% | 1% | -1% | 4%
COc1ccc(NC(=O)N(C)C[C@H]2Oc3ccc(NS(=O)(=O)c4cccs4)cc3C(=O)N([C@@H](C)CO)C[C@@H]2C)cc1 | . | . | . | . | 0% | 0% | 0% | . | 6% | .
Cc1ccc(OCC(=O)N/N=C/c2ccccc2)c([N+](=O)[O-])c1 | -3% | ? | -5% | 1% | -15% | 0% | 5% | 0% | 4% | 22%
CS(=O)(=O)N(CC(=O)N1CCN(Cc2ccccc2)CC1)Cc1ccccc1 | ? | 0% | 0% | 1% | -16% | -5% | -4% | 1% | 4% | -6%
CC(C)OC(=O)CC(=O)CSc1nc2c(cc1C#N)CCC2 | ? | 19µM* | 3% | ? | 0% | 21% | 1% | -5% | -4% | ?
CCOC(=O)NN=C1c2ccccc2-c2ccccc21 | -34% | -12% | -3% | -7% | -15% | . | -6% | -1% | 1% | ?
O=C(CN1CCN(c2ccccn2)CC1)N1CC(O)CO1 (stereo not given) | 10% | -2% | 0% | 11% | -26% | -3% | 0% | -2% | -1% | -14%
O=C(Nc1ccc(NS(=O)(=O)c2ccccc2)cc1)c1cccnc1 | 9% | -1% | -15% | 3% | -35% | -1% | -1% | -2% | 4% | -17%
COC(=O)N/N=C/c1ccc(OC(=O)c2ccco2)c(OC)c1 | 0% | ? | 8% | 4% | 0% | 2% | 4% | -2% | 3% | .
O=C(/C=C/c1cccs1)NNC(=O)c1ccccc1 | . | . | 14% | . | 10% | ? | 2% | -2% | ? | .
O=C(c1cn(Cc2ccccc2)nc1-c1cccnc1)N1CCN(Cc2c(F)cccc2Cl)CC1 | . | -1% | 0% | . | 4% | -8% | -7% | -1% | -3% | .
Cc1ccc(C(OCC(C)(C)C[N+](C)(C)C)c2ccccc2)cc1 (stereo not given) | 28% | -2% | -3% | 2% | 3% | 0% | -8% | -4% | -3% | -6%
CCCn1nnc(NC(=S)NC(=O)c2ccc(-c3ccc(Br)cc3)o2)n1 | 0.79µM* | -16% | 2% | 2.5µM* | -1% | 13% | 0% | -3% | -5% | 14%
O=C(CSc1nc2ccccc2n1CC(=O)N1CCCC1)NCc1ccc2c(c1)OCO2 | -40% | -3% | 2% | -8% | -10% | -5% | 1% | 10% | 4% | -27%
CC(C)(C)c1nn(-c2ccccc2)c2nc(Cl)c(C=O)cc12 | -17% | 2% | 3% | -3% | 10% | -1% | 2% | 1% | -17% | 3%
COc1ccc(-c2csc(=NCCO)n2-c2ccccc2)cc1 | ? | 19µM* | 9% | -3% | 40% | 7% | 13% | 18% | -3% | -2%
CCOc1ccccc1-c1c2cc(O)c(=O)cc-2oc2cc(O)c(O)cc12 | ? | -19% | -1% | 18µM* | -81%[inhibitor] | -11% | -3% | 1% | -9% | 81%[activator]
Cc1nn(CC#N)c(=O)n1N(C)c1ncc(C(F)(F)F)cc1Cl | 8% | -2% | 4% | -1% | 1% | 0% | -1% | 2% | -2% | -8%
Nc1ccccc1-n1cccc1 | -7% | -18% | -1% | -10% | -35% | 9% | 2% | -2% | -2% | -2%
O=C(CNCC1CCCCC1)Nc1cccc(S(=O)(=O)N2CCOCC2)c1 | 31% | 0% | -2% | 3% | -10% | -1% | -1% | 10% | -10% | 0%
CC(=O)C1=C(C)NC(SCSc2ccccc2)=C(C#N)C1c1cccnc1 (stereo not given) | ? | 2% | -12% | ? | -26% | -12% | -7% | -1% | -7% | 6%
Cc1ccc(S(=O)(=O)N2CCN(C(=O)CN3CCc4ccccc4C3)CC2)cc1 | 24% | -1% | -1% | 2% | -17% | 1% | 2% | 4% | 3% | -4%
Cc1c(Cl)cccc1NC(=O)CSc1nncn1-c1ccccn1 | -14% | 0% | -2% | 2% | 3% | -3% | 4% | -4% | -1% | 1%
Cc1sc2nc(C(C)Sc3nnc(C)n3-c3ccccc3)[nH]c(=O)c2c1C (stereo not given) | -28% | 4% | 1% | -2% | . | -3% | 2% | -3% | . | 2%
Cc1ccc(C)c(NC(=O)CSc2nnc(-c3n[nH]c4ccccc34)o2)c1 | 5% | -4% | -3% | -14% | -11% | -8% | -3% | 10% | -4% | .
O=C(CN1C(=O)C(=O)N(C2CCCC2)C1=O)NCCc1ccc(Cl)cc1Cl | . | . | 6% | . | 6% | 2% | -1% | -15% | -5% | .
O=C(CCCn1c(=O)c2cccn2c2cccnc21)NCCc1ccc(Cl)cc1 | -6% | 0%&2% | -3% | 7% | -1% | 2% | -3% | -1% | 4% | 2%
COc1ccc(-c2sc3ccc(N4CCOCC4)cc3c2C#CC2(O)CCCCC2)cc1 | . | . | . | . | -61% | -1% | -1% | . | -50% | .
CC(=O)/C(=C\Nc1ccc(OCc2ccccc2)cc1)c1ccccc1 | 33% | -10% | -1% | 14% | 0% | 1% | -1% | 8% | 5% | 1%
Cn1c(SCc2cccnc2)nnc1-c1c[nH]c2ccccc12 | 25% | -18% | 13% | 7% | 14% | ? | 15% | 10% | -7% | 3%
CCn1cnc2sc(C(=O)Nc3ccccc3OC)c(C)c2c1=O | -22% | 3% | -7% | -3% | 8% | 1% | -1% | -1% | -1% | 33%[activator]
CCCC(=O)NC1=C(C#N)C2(CCCCC2)Cc2ccccc21 | 0% | 1% | -3% | -2% | -15% | -2% | -3% | -3% | 10% | 5%
COc1ccccc1Nc1nc(N)nc(CN2CCCCCC2)n1 | -8% | -1% | -1% | 23% | 13% | 10% | 0% | -2% | 3% | -8%
O=c1oc(CCO)cc2ccc(-c3ccc4[nH]ccc4c3)cc12 | . | 2.7µM* | 0% | . | ? | 23% | 15µM* | ? | ? | .
CCC/C=N/NC(=O)c1ccc(F)cc1 | ? | -2% | 1% | ? | 7% | 5% | 7% | 0% | 5% | 0%
Cc1ccc(S(=O)(=O)Nc2cc(C(C(=O)OC(C)C)C(=O)C(F)(F)F)c(O)c3ccccc23)c(C)c1 (stereo not given) | -28% | 0% | 1% | ? | -51% | -11% | -3% | 4% | 2% | -9%
Cc1ccc(S(=O)(=O)N(c2cccc(C)c2)C2CCS(=O)(=O)C2)cc1 (stereo not given) | 17% | 0% | -3% | 8% | -10% | -3% | 0% | -6% | 1% | -1%
COC(=O)/C(=C\Nc1ccc(Cl)cc1Cl)NC(=O)c1ccc(OC)cc1 | 8% | ? | -29% | -18% | -40% | 1% | 3% | -27% | 1% | -8%
CCOC(=O)CNC(=S)N(Cc1ccccc1F)C1CCCCC1 | 11µM* | -12% | -5% | -6% | 0% | 5% | -15% | -4% | 0% | 5%
Cc1ccc(NC(=O)CNc2cccc(S(=O)(=O)N3CCCCC3)c2)cc1F | . | 3% | -2% | . | -42% | 7% | -5% | -2% | 3% | .
O=c1c2oc3ccccc3c2ncn1Cc1ccccc1F | 35% | ? | 8% | 1% | 39% | 9% | -2% | 3% | 1% | -26%
Cc1ccc(S(=O)(=O)N2CCCN(S(=O)(=O)c3ccc4ccccc4c3)CC2)cc1 | 12% | 1% | 8% | 12% | -68% | 24% | -1% | 12% | 0% | -1%
CC(=O)Nc1ccc(S(=O)(=O)NC2(C(F)(F)F)NC(=O)N(C3CCCC3)C2=O)cc1 (stereo not given) | -14% | 4%[2.3 µM] | -2% | 17% | 2% | 1% | 0% | 1% | -10% | 2%
CS(=O)(=O)Nc1cccc(C2=NN(C(=O)c3ccc(F)cc3)C(c3cccs3)C2)c1 (stereo not given) | 1% | 4% | 1% | 0% | -42% | -2% | -9% | -3% | ? | 10%

Three compounds already listed, sorted by the value under uPA generation, largest number first:
smiles | uPA generation
CCCC(=O)NC1=C(C#N)C2(CCCCC2)Cc2ccccc21 | 10%
CCOC(=O)CNC(=S)N(Cc1ccccc1F)C1CCCCC1 | 0%
CC(=O)Nc1ccc(S(=O)(=O)NC2(C(F)(F)F)NC(=O)N(C3CCCC3)C2=O)cc1 (stereo not given) | -10%

Continuation:
SMILES | RORgamma inh | FLuc counter | Rab9 promoter act | VP16 counter | BRCA1 expr act | p53 reactivator | ELG1 genotoxic | NPC1 promoter act | uPA generation | MBNL1-CUG inh
S=C(Nc1ccccn1)NC1CCCC1 | -27% | -2% | -2% | -8% | 8% | 15% | -3% | -2% | -19% | -10%
CN(C(=O)CSc1nc(-c2ccccc2)cn1N)C(c1ccccc1)c1ccccc1 | 0% | ? | -3% | -5% | -35% | 1% | -10% | -2% | . | -3%
COc1ccccc1OCCNC(=O)C(c1ccccc1)c1ccccc1 | 15% | 1% | 0% | -13% | 12% | -5% | -7% | -2% | -13% | -5%
COc1cc(C(O)P(=O)(OCCC(C)C)c2ccc(N(C)C)cc2)cc(OC)c1OC (stereo not given) | 10% | -1% | 0% | 3% | 1% | -2% | 0% | -1% | -2% | .
COc1ccc([N+](=O)[O-])cc1NC(=O)Nc1ccccc1 | 7% | -12% | 0% | -2% | -45% | 7% | -10% | -2% | 1% | 10%
